Bioassay records: PubChem BioAssay, National Center for Advancing Translational Sciences (NCATS)
Nrf2 inh – blocks Nrf2 signaling. A549 ARE-Fluc reporter, luciferase luminescence, 18-24 h. 360,000 tested, 2.1% active. Potency, µM (doses to about 46 µM), without a hit: at the top dose activity change, negative = inhibition, hits mostly inhibitors. AID 504444; note: potency is the fitted concentration of half-maximal effect; % is set by controls: 0 for no effect and ±100 for the full control effect; nearly all actives have a fitted effect of over 60% in size
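Nrf2 function is reported as luminescence of an ARE-controlled luciferase in A549 cells. Compounds were tested at several concentrations, and a CellTiter-Fluor read on the same wells flagged cytotoxicity.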
HepG2 viability – HepG2 cytotoxicity, counter-screen for TGF-b inhibitors. HepG2 CAGA-GFP viability, ATP luminescence, 18 h. Potency, µM (doses to about 46.1 µM), for the others: at the highest dose activity change, negative = cytotoxicity, actives largely listed as cytotoxic. 410,000 tested, 0.76% active; note: potency is the fitted concentration of half-maximal effect; some results filed as inactive show a strong effect at the top dose
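HepG2 CAGA-GFP cells (1000/well, DMEM with 1% FBS) received compound, then TGF-beta at 500 pg/mL final, and were incubated 18 hours at 37 degrees C. Viability was read by CellTiter-Glo luminescence. Media-only wells were set as complete cell-killing and DMSO as no toxicity.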
Nrf2 activator – activators of Nrf2 (ARE) signaling. Potency, µM (top dose mostly 46.1 µM), without a hit: top-dose activation, hits mostly activators. AID 624171. 410,000 tested, 0.31% active. AREc32 ARE-luciferase reporter (MCF7-derived line), luminescence, 24 h; note: potency is the fitted concentration of half-maximal effect; % of control where 0% means no effect; nearly all actives have a fitted effect of over 65% in size
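Cells of the AREc32 ARE-luciferase line are plated in OPTI-MEM containing 5% FBS and left overnight at 37 deg C. Compounds are pinned in, incubation continues 24 hr, and firefly luciferase signal is then measured.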
TGFb inhibitor – blocks TGF-b signaling; HepG2 CAGA-GFP TGF-b/SMAD3 reporter, GFP fluorescence, 18 h; TGF-beta stimulated, 500 pg/mL final; Potency, µM (doses to about 46.1 µM), for the others: top-dose activity, negative = inhibition, usual class: inhibitors; 410,000 tested, 1.2% active; AID 588855; note: potency is the fitted concentration of half-maximal effect; % is set by controls: 0 for no effect and ±100 for the full control effect; nearly all actives have a fitted effect of over 65% in size
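Inhibition of TGF-beta-driven CAGA-GFP reporter expression in HEPG2 cells is measured by cellular GFP fluorescence after 18 h stimulation with 500 pg/mL recombinant TGF-beta in 1% FBS medium at 37 degrees C.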
MmCpn inh – inhibitors of Methanococcus maripaludis chaperonin (MmCpn); 330,000 tested, 0.031% active; AID 504842; Potency, µM (highest dose often 76.9 µM), without a hit: at the top dose activity, negative = inhibition, most hits filed as inhibitors; purified Mm-Cpn ATPase, ADP Transcreener TR-FRET; note: potency is the fitted concentration of half-maximal effect; % is set by controls: 0 for no effect and ±100 for the full control effect; nearly all actives have a fitted effect of over 80% in size
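Purified archaeal chaperonin (25 nM final) was preincubated with compound for 10 min at 37°C, then ATP (10 uM final) was added for 30 min at 37°C in Tris pH 7.4/KCl/MgCl2/DTT buffer. ADP was quantified by HTRF Transcreener TR-FRET.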
Abeta yeast res – A-beta toxicity reversal in yeast | Potency, µM (series often up to 46.1 µM), inactives show at the top dose growth rescue, hits mostly activators | 410,000 tested, 0.063% active | AID 1347071 | yeast expressing A-beta42, growth rescue, OD600, 48 h; response scale: 0% DMSO, 100% iron-clioquinol control; note: potency is the fitted concentration of half-maximal effect; nearly all actives have a fitted effect of over 55% in size
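Growth rescue measured by 600 nm absorbance after 48 h yeast culture at 30 C with compound. Values normalized between DMSO and an equimolar ferric chloride plus clioquinol control.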
CCT chaperon mod – cytosolic chaperonin activity modulation; purified chaperonin ATPase assay, HTRF ADP detection, 30 min; activity change, % (concentration not given with the values), hits read low; 360,000 tested, 0.3% active; AID 651819; in the data active = activity change below about -30%; note: % is set by controls: 0 for no effect and ±100 for the full control effect
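Nucleotide hydrolysis assay: TRiC at 20–40 nM final (set by batch activity) with 10 uM ATP, 30 min at 37 °C, in presence of 76 uM compound. Detection by competitive ADP HTRF, 30 min ambient.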
A549 viability – counter-screen for Nrf2 inhibitors: cytotoxicity in A549 cells; AID 504648; Potency, µM (series often up to 46 µM), inactives show at the highest dose activity change, negative = cytotoxicity, most hits filed as inhibitors; A549 ARE-Fluc cells, CellTiter-Fluor viability, 18-24 h; 390,000 tested, 0.16% active; note: potency is the fitted concentration of half-maximal effect; % is set by controls: 0 for no effect and ±100 for the full control effect
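A549 ARE_Fluc cells in 5% FBS OPTI-MEM were exposed to compounds in concentration-response for 18-24 h at 37 deg C. Viability was read by CellTiter-Fluor fluorescence (Ex 405/Em 525) after 30 min, before the luciferase read.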
pAkt inh – inhibitors of Akt phosphorylation | Neuro2A IGF-stimulated pAkt S473 HTRF, 20 min; hits give low values | activity change, % for hits at 50 µM | 360,000 tested, 0.32% active; in the data active = activity change below about -80%; inconclusive = mostly about -51% to -80%; note: % is set by controls: 0 for no effect and ±100 for the full control effect
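Single-point screen (50 µM final compound) in Neuro2A cells stimulated 20 min with 6 nM IGF at 37 deg C. After lysis, Ser473-phosphorylated Akt read by HTRF (ex 330 nm, em 615/665 nm) as the 665/615 ratio.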
Active calls of the source: *; & = joins results of further samples; [ ] = dose if it differs, or a comment. Unless noted, calls come from the whole dose curve; as a rule, active = well fitted curve in the direction sought with a large enough effect; inconclusive = small, poorly fitted or top-dose-only effect, or another doubt; inactive = no such curve, though single readings can be large; an effect the other way counts as inactive or inconclusive.

For Cc1nnc(N(C)C(=O)c2cccnc2)s1 the results were Nrf2 inh -8%, HepG2 viability -26%, Nrf2 activator -0.1%, TGFb inhibitor -8%, MmCpn inh 2%, Abeta yeast res -1%, CCT chaperon mod -4.6, A549 viability -2% and pAkt inh inactive.
O=C(CCN1C(=O)/C(=C/c2ccc(F)cc2)SC1=S)NC1CCS(=O)(=O)C1 (centres undefined) was read as Nrf2 inh 21%, HepG2 viability -14%, Nrf2 activator 2.7%, TGFb inhibitor -2%, MmCpn inh 0%, Abeta yeast res 7%, CCT chaperon mod -0.4, A549 viability -9% and pAkt inh inactive.
`Cc1ccc(C)c(NC(=O)CN(C)C(=O)Cn2c(=O)oc3ccccc32)c1` gave Nrf2 inh 6%, HepG2 viability 2%, Nrf2 activator 0.4%, TGFb inhibitor 6%, MmCpn inh 0%, Abeta yeast res -2%, CCT chaperon mod -0.3, A549 viability -6% and pAkt inh inactive.
For CCc1cccc(CC)c1N(COC)C(=O)Cn1ccccc1=N the results were Nrf2 inh 11%, HepG2 viability -4%, Nrf2 activator -0.2%, TGFb inhibitor -4%, MmCpn inh 2%, Abeta yeast res 20%, CCT chaperon mod -0.4, A549 viability 0% and pAkt inh inactive.
COc1ccc(NC(=O)c2sc3nc(-c4cccnc4)ccc3c2N)cc1OC was read as Nrf2 inh -19%, HepG2 viability -18%, Nrf2 activator -0.5%, TGFb inhibitor 33%[activator], MmCpn inh -3%, Abeta yeast res -12%, CCT chaperon mod -1.9, A549 viability -4% and pAkt inh inactive.
O=C(Nc1ccc2nc3n(c(=O)c2c1)CCCC3)c1cccc(F)c1 was read as Nrf2 inh -16%, HepG2 viability -2%, Nrf2 activator 0.6%, TGFb inhibitor 7%, MmCpn inh 2%, Abeta yeast res 10%, CCT chaperon mod -2.2, A549 viability 0% and pAkt inh inactive.
COc1ccc(NC(=O)CN(C)S(=O)(=O)c2ccc3c(c2)n(C)c(=O)c(=O)n3C)cc1 was read as Nrf2 inh 8%, HepG2 viability 6%, Nrf2 activator -0.4%, TGFb inhibitor 2%, MmCpn inh -3%, Abeta yeast res 13%, CCT chaperon mod -3.4, A549 viability 1% and pAkt inh inactive.
Screening COc1ccc(-c2onc(C)c2-c2cnn(-c3ccccc3)c2)c(O)c1C returned Nrf2 inh -1%, HepG2 viability -15%, Nrf2 activator -0.1%, TGFb inhibitor 8%, MmCpn inh 0%, Abeta yeast res -13%, CCT chaperon mod 2.5, A549 viability -4% and pAkt inh inactive.
Screening CNC(=O)CSc1cn(CC(=O)N2CCCCCC2)c2ccccc12 returned Nrf2 inh 7%, HepG2 viability -1%, Nrf2 activator -0.2%, TGFb inhibitor 0%, Abeta yeast res -15% and A549 viability 0%.
Screening Cc1ccnc(SCC(=O)N2CCCc3ccccc32)n1 returned Nrf2 inh 0%, HepG2 viability -5%, Nrf2 activator 0.4%, TGFb inhibitor 9%, MmCpn inh 3%, Abeta yeast res -2%, CCT chaperon mod -0.8, A549 viability 3% and pAkt inh inactive.
For CCCCCCCCCCCCS(=O)(=O)CCC(=O)O the results were Nrf2 inh inconclusive, HepG2 viability 22%, Nrf2 activator 0.2%, TGFb inhibitor 7%, MmCpn inh 1%, Abeta yeast res 24%, CCT chaperon mod -1.0, A549 viability 1% and pAkt inh inactive.
Screening O=C(CN(Cc1ccco1)C(=O)CNS(=O)(=O)c1ccc(F)cc1)NCc1ccc(F)cc1 returned HepG2 viability 1%, Nrf2 activator -0.1%, TGFb inhibitor 7%, MmCpn inh 1%, Abeta yeast res 17%, CCT chaperon mod -1.3, A549 viability 4% and pAkt inh inactive.
N#Cc1ccc(-c2cccs2)nc1SCc1ccc(Cl)cc1Cl was read as Nrf2 inh 0%, HepG2 viability -32%, Nrf2 activator 3.9%, TGFb inhibitor -9%, Abeta yeast res -20% and A549 viability -3%.
`CCCCOc1ccc(C(=O)NCC(=O)NCC(c2cccs2)N2CCOCC2)cc1` (centres undefined) gave Nrf2 inh 5%, HepG2 viability -4%, Nrf2 activator -0.2%, TGFb inhibitor 0%, MmCpn inh 0%, Abeta yeast res 4%, CCT chaperon mod 0.8, A549 viability -5% and pAkt inh inactive.
CCCOc1ccc(/C=N/Nc2ccccc2[N+](=O)[O-])c(OCCC)c1 was read as Nrf2 inh 11%, HepG2 viability 3%, Nrf2 activator 2.5%, TGFb inhibitor 1%, MmCpn inh 0%, Abeta yeast res 10%, CCT chaperon mod -8.0, A549 viability inconclusive and pAkt inh inactive.
CCOC(=O)Cn1c(=O)n(CC2CCCO2)c2nc(-c3c(F)cccc3Cl)nc(C(N)=O)c21 (centres undefined) was read as HepG2 viability -2%, Nrf2 activator 0.3%, TGFb inhibitor 5%, Abeta yeast res -2% and A549 viability -5%.
For O=C(c1ccc2ccccc2c1)N1CCN(c2ccc([N+](=O)[O-])c(N3CCOCC3)c2)CC1 the results were Nrf2 inh 16%, HepG2 viability -21%, Nrf2 activator 4.7%, TGFb inhibitor inconclusive, MmCpn inh 0%, Abeta yeast res -20%, CCT chaperon mod 2.3 and A549 viability -4%.
For CCOc1ccc(CC(=O)Nc2c(C(=O)c3ccc(F)cc3)oc3ccc(Cl)cc23)cc1OCC the results were Nrf2 inh 12%, HepG2 viability -27%, Nrf2 activator -0.3%, TGFb inhibitor -4%, Abeta yeast res -13% and A549 viability -4%.
Screening O=C(O)CCc1nc2ccccc2c(=O)[nH]1 returned Nrf2 inh -10%, HepG2 viability -8%, Nrf2 activator -0.5%, TGFb inhibitor inconclusive, MmCpn inh 1%, Abeta yeast res -10%, CCT chaperon mod 1.6, A549 viability 2% and pAkt inh inactive.
CCOc1ccc(NS(=O)(=O)c2ccc(C(=O)NNC(=O)c3ccccc3O)cc2)cc1 was read as Nrf2 inh inconclusive, HepG2 viability -15%, Nrf2 activator -0.3%, TGFb inhibitor -5%, MmCpn inh 0%, Abeta yeast res -13%, CCT chaperon mod -7.2, A549 viability 12% and pAkt inh inactive.
Cc1[nH]n(C(N)=S)c(=O)c1N=Nc1cccc(Cl)c1 was read as Nrf2 inh inconclusive, HepG2 viability -25%, Nrf2 activator 3.4%, TGFb inhibitor 2%, MmCpn inh 3%, Abeta yeast res inconclusive, CCT chaperon mod -3.9, A549 viability -19% and pAkt inh inactive.
Screening Cc1cccc(N=C2NC(=O)/C(=C/c3cccnc3)S2)c1C returned Nrf2 inh inconclusive, HepG2 viability -2%, Nrf2 activator 9.7%, TGFb inhibitor -2%, MmCpn inh -1%, Abeta yeast res 8%, CCT chaperon mod 1.9, A549 viability 2% and pAkt inh inactive.
For Cc1cc(C)cc(NC(=O)[C@H](NC(=O)[C@@H]2Cc3ccccc3CN2)c2ccccc2)c1 the results were Nrf2 inh 15%, HepG2 viability -17%, Nrf2 activator 6.4%, TGFb inhibitor -21%, MmCpn inh 2%, Abeta yeast res -12%, CCT chaperon mod -0.4, A549 viability -9% and pAkt inh inactive.
Screening Cc1ccc(-c2nc(NC(=O)CSc3ccc4ccccc4n3)ns2)cc1 returned Nrf2 inh 17%&18%, HepG2 viability 14%&-1%, Nrf2 activator 3.1%&-0.3%, TGFb inhibitor 9%&5%, MmCpn inh 0%, Abeta yeast res -24%&-6%, CCT chaperon mod 0.5, A549 viability -1%&3% and pAkt inh inactive.
For CC(C)c1ccccc1NC(=S)N1CCN(S(=O)(=O)c2cccs2)CC1 the results were Nrf2 inh -8%, HepG2 viability -16%, Nrf2 activator 0.0%, TGFb inhibitor -3%, MmCpn inh -1%, Abeta yeast res -4%, CCT chaperon mod -3.2, A549 viability 0% and pAkt inh inactive.
COc1cc2[nH]c3ccccc3c2cc1C was read as Nrf2 inh 4%, HepG2 viability -19%, Nrf2 activator -0.3%, TGFb inhibitor 2%, MmCpn inh -1%, Abeta yeast res -12%, CCT chaperon mod -2.1, A549 viability 1% and pAkt inh inactive.
`Cc1ccc(S(=O)(=O)N2CCN(C(=O)CCn3nc(C)c(C)c3C)CC2)cc1C` gave Nrf2 inh -18%, HepG2 viability -35%, Nrf2 activator -0.6%, TGFb inhibitor -2%, MmCpn inh -1%, Abeta yeast res 15%, CCT chaperon mod -0.2, A549 viability -2% and pAkt inh inactive.
For O=C(CCl)Nc1cccc(-c2cnc3ccccc3n2)c1 the results were Nrf2 inh -17%, HepG2 viability 11µM*, Nrf2 activator inconclusive, TGFb inhibitor 7.1µM*, MmCpn inh 1%, Abeta yeast res -35%[inhibitor], CCT chaperon mod -0.2, A549 viability -22% and pAkt inh inactive.
`O=C(COC(=O)C1CC(=O)N(Cc2ccco2)C1)c1ccc(OC(=O)c2ccco2)cc1` (centres undefined) gave Nrf2 inh -5%, HepG2 viability -8%, Nrf2 activator 3.0%, TGFb inhibitor -28%, MmCpn inh 1%, Abeta yeast res 13%, CCT chaperon mod -0.7, A549 viability -5% and pAkt inh inactive.

Outcome played no part in choosing rows; 4.3% or so of the library scored in one or more.
